Assay outcomes deposited in PubChem BioAssay by several laboratories.
TRAIL sens C8 – viability loss with TRAIL in NB7+C8 cells, primary screen, TRAIL sensitizer project, cell-based, ATPlite luminescence; inhibition (viability loss, TRAIL sensitization), % at 10 µM; 1% of 360,000 active; AID 624354, 2012;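 active means compounds causing at least 50% loss of cell viability in the single-dose screen, relative to plate controls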
TROY signal inh – inhibitors of TROY-driven NF-kB signaling, primary screen, Q293 LMP1-TROYcd cells, NF-kB luciferase, uHTS; Q293 LMP1-TROYcd NF-kB luciferase reporter, 4 h; inhibition, % at 10 µM; 0.98% of 360,000 active; AID 1347056, 2019;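 active means compounds whose plate-normalised and pattern-corrected inhibition of the luciferase reporter signal at the single screening dose is 50% or more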
SRC1 inh – SRC1 coactivator transcriptional activity inhibitors, primary screen, cell-based, luminescence; 0.12% of 360,000 active; inhibition, % at 3.6 µM; Nuclear receptor coactivator 1 (Homo sapiens), Q15788; HEK293 GAL4-SRC1 luciferase reporter;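 active means inhibition above the campaign mean plus 3 SD, with each screening campaign given its own cutoff, cut at about 60% in these data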;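 further: 0% = DMSO treated cells and 100% = gossypol at 36 µM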
COUP-TFII inh – NR2F2 transcriptional activity inhibitors, primary screen, cell-based, luciferase reporter, HEK293T, luminescence | COUP transcription factor 2 (Homo sapiens), P24468 | HEK293T NGFI-A luciferase reporter | inhibition, % at 8.6 µM | 0.7% of 370,000 active | AID 686940, 2013;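 active means inhibition above a per-plate cutoff, mean inhibition of test wells between control levels plus 3 SD, cut at about 38% in these data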;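 further: cells cotransfected with COUP-TFII expression vector driving the NGFI-A reporter; 0% = median of COUP-TF2 test wells and 100% = reporter-only cells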
TLR9-MyD88 inh – inhibitors of TLR9-MyD88 association in cells, primary screen, cell-based, CHO, BLA complementation, fluorescence | Toll-like receptor 9 (Homo sapiens) + Myeloid differentiation primary response protein … | CCF4 FRET ratio | inhibition, % at 4.98 µM | 0.21% of 340,000 active | AID 504734, 2011;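 active means inhibition above the mean over all tested compounds plus 3 SD, cut at about 21% in these data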;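 further: 0% = DMSO only wells and 100% = clavulanate BLA inhibitor control wells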
SRC3 inh – SRC3 coactivator transcriptional activity inhibitors, primary screen, cell-based, luminescence; Nuclear receptor coactivator 3 (Homo sapiens), Q9Y6Q9; HEK293 GAL4-SRC3 luciferase reporter; inhibition, % at 3.6 µM; 0.17% of 360,000 active; AID 588352, 2011;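 active means inhibition above a per-campaign cutoff, the mean of all compounds plus 3 SD, cut at about 60% in these data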;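 further: 0% = DMSO-treated cells and 100% = gossypol-treated cells at 36 µM; higher means less SRC3-driven luciferase light from the GAL4 reporter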
Target sequence (Q9Y6Q9 whole entry, looked up, the tested form may be a part): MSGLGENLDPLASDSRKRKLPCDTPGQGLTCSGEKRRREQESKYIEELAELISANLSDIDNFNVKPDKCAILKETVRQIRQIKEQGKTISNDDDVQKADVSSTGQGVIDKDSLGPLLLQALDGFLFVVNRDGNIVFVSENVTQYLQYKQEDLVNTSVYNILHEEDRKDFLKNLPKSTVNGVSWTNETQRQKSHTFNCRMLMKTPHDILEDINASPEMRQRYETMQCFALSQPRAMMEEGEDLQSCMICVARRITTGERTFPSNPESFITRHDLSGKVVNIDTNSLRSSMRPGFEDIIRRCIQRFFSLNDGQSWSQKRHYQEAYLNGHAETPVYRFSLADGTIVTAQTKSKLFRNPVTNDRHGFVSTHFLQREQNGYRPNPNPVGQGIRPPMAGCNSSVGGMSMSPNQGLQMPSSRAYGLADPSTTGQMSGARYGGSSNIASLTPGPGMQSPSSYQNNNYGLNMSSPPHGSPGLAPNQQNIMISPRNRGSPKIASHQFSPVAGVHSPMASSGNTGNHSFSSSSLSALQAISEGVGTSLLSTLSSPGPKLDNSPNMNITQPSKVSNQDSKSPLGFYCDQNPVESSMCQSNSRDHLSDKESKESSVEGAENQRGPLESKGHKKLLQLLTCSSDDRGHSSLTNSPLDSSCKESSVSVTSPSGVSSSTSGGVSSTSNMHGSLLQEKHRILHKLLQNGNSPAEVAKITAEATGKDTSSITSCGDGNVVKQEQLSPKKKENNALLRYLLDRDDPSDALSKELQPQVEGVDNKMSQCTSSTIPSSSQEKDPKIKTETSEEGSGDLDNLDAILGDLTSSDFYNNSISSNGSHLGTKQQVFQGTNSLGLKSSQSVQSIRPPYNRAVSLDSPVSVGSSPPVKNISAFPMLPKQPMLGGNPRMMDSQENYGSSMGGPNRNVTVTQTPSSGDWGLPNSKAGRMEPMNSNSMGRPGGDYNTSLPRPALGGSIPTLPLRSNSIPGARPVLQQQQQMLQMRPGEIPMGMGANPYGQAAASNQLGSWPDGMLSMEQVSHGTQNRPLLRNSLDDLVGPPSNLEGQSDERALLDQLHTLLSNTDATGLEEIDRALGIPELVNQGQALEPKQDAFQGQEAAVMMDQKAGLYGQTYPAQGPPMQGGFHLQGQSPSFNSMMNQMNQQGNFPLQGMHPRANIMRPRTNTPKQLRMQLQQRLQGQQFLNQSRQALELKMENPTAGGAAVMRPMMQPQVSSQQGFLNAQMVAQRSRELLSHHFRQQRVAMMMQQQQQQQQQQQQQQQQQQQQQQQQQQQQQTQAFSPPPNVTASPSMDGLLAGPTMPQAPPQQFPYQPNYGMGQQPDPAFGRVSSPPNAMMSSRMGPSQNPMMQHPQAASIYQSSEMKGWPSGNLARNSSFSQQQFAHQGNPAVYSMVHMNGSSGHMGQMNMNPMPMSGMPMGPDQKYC
LMP1 NFkB inh – EBV LMP1-driven NF-kappaB luciferase reporter inhibitors, primary screen, cell-based, luminescence, single point | LMP1-induced NF-kappaB luciferase reporter cells | inhibition, % at 12.5 µM | 0.69% of 350,000 active | AID 504558, 2011; in the data active means inhibition above about 41%;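 further: 0% = neutral control wells and 100% = reference inhibitor control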
SRC2 inh – inhibition of GAL4-SRC2 driven luciferase reporter, primary screen, SRC2 inhibitor project, cell-based, luminescence | inhibition, % at 9 µM | HEK293 GAL4-SRC2 luciferase reporter | AID 651957, 2012 | 0.17% of 370,000 active;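 active means inhibition above the mean inhibition of all tested compounds plus 3 SD, set per campaign, cut at about 52% in these data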;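 further: 0% = DMSO treated cells and 100% = cells given Gossypol at 36 µM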
NR5A2 inv ag – LRH-1 (NR5A2) inverse agonists, primary screen, cell-based, luminescence, HEK293T, StAR-luciferase reporter; LRH-1 transfected, 24 h; inhibition, % at 3.6 µM; 0.13% of 360,000 active;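 active means inhibition above the mean inhibition of all tested compounds plus 3 SD, cut at about 73% in these data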;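 further: 0% = DMSO wells and 100% = reporter-only cells lacking LRH-1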
NOD2-RIPK2 inh – NOD2-RIPK2 binding disruptors in cells, primary screen, fluorescence, CHO cells, BLA complementation. Receptor-interacting serine/threonine-protein kinase 2 (Homo sapiens), O43353. CCF4 ratio. inhibition, % at 4.98 µM. 0.38% of 360,000 active. AID 624267, 2012; in the data active means inhibition above about 21%;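 further: 0% = vehicle only and 100% = reference blocker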
Vif imaging – HIV Vif self-association inhibitors, primary screen, imaging, HEK293T, single point; HEK293T cells, Vif self-association by quenched fluorescence, 24 h; inhibition, % at 7.49 µM; 0.35% of 340,000 active; AID 602346, 2012; in the data active means inhibition above about 50%, passing the limit was not always enough; further: some results filed as inactive read as strong as hits
Numbers without * were called inactive; x = no result given.

The line under a structure holds: TRAIL sens C8, TROY signal inh, SRC1 inh, COUP-TFII inh, TLR9-MyD88 inh, SRC3 inh, LMP1 NFkB inh, SRC2 inh, NR5A2 inv ag, NOD2-RIPK2 inh, Vif imaging
1	CCOC(=O)c1cc(-c2ccccc2)n(CC(=O)Nc2cccc(OC)c2)c1C
 : -5, -15, -3, 10, 1, 8, 53*, 0, -4, -2, 0
2	CCOC(=O)c1c(-c2ccccc2)c[nH]c1C
 : -3, -45, -12, -4, -3, 4, -12, -53, -31, -10, 5
3	Cc1cccc(NC(=O)c2cccc(C(F)(F)F)c2)c1
 : -5, -24, -26, -19, -1, -25, 1, -9, -47, 2, -1
4	C[C@@H]1CN([C@@H](C)CO)C(=O)c2cc(Br)cnc2O[C@@H]1CN(C)C(=O)Nc1ccc(F)cc1
 : -12, 3, 6, -24, 8, 6, 17, 5, -16, -12, -1
5	COc1c(C)cccc1C(=O)Nc1cc(Cl)ccc1N1CCOCC1
 : -3, 18, -10, -15, -13, 19, 5, -2, 26, -5, -4
6	O=C(CSc1cccc[n+]1[O-])c1ccc(Cl)cc1
 : -10, -7, -14, 4, 6, -32, -9, -9, 4, 7, -3
7	CCN(CC)C(=O)c1ccccc1NC(=O)c1ccccc1
 : -9, -6, -7, 6, 2, -2, -5, -11, -2, 3, 9
8	O=C(CCN1C(=O)C2C3C=CC(C3)C2C1=O)Nc1c(F)cc(F)cc1Br (centres undefined)
 : 11, 6, -1, -15, -4, 6, -11, -5, 10, -6, -1
9	Cc1cc(C(=O)NC(C)C2CCCO2)no1 (centres undefined)
 : 3, 13, -11, -1, -2, 12, 5, -4, 23, 2, -2
10	COc1ccc(NS(=O)(=O)c2ccc(O)c(C(=O)OCC(=O)N3CCCCC3)c2)cc1
 : 6, 11, -13, 12, -2, 12, 1, -45, 7, -8, -2
11	CCN(CC)C(=O)Cn1cnc2ccccc2c1=O
 : -1, 12, 6, -8, 3, 8, -1, 10, -4, 4, 4
12	CSCCC(NS(=O)(=O)c1ccc2c(c1)OCCO2)C(=O)N(C)Cc1ccc(C)cc1 (centres undefined)
 : -5, 1, 8, 0, -12, 9, 3, 0, 15, -6, -9
13	O=C(CCNC(=O)c1ccccc1Cl)Nc1nc2ccccc2s1
 : 1, 8, -60, -27, 6, -41, -5, -49, -26, 2, 15
14	Cc1cccc(C)c1NC(=O)c1ccc(OCc2c(C)noc2C)cc1
 : -8, -10, -11, -12, -9, 10, -4, -16, -20, 12, 6
15	CCC1(C)Cc2c(sc3c2c(=O)n(C)c2nnc(SCCc4ccccc4)n32)CO1 (centres undefined)
 : -5, 17, 8, -3, -7, 7, -3, -1, 8, -8, 2
16	Cc1cccc(NC2=Nc3ccccc3N3C2=Nc2c(c(C)nn2-c2ccccc2)C3c2ccc(O)c(O)c2)c1 (centres undefined)
 : 13, 16, -1, -13, 30*, -8, -19, -17, -7, 14, 5
17	O=C(NCC1(O)CCCCC1)C1CCC(=O)N(CCc2ccccc2)C1 (centres undefined)
 : 4, 11, 12, -8, 0, 12, -2, -55, 5, 10, -10
18	COc1ccc(-c2noc(CCC(=O)N3CCN(c4ccccc4Br)CC3)n2)cc1
 : 8, 26, 5, -4, -1, -18, -2, -15, -10, -6, -4
19	Cc1nn(-c2ccc(F)cc2)c2sc(C(=O)OCC(=O)N3CCC(C)CC3)cc12
 : -10, -7, 1, -4, 3, 7, 11, 3, 8, 3, -3
20	COC(=O)c1ccc(COc2ccc3c(C)c(C)c(=O)oc3c2)o1
 : 3, -59, -6, 4, 8, -15, -18, -15, 1, -10, 4
21	O=c1[nH]c(COc2ccccc2)nc2ccccc12
 : 20, -15, -38, -9, 12, -65, -7, -53, -60, -2, 10
22	COc1ccc(C2/C=C\CN(S(=O)(=O)c3ccc(C)cc3)CC(=O)N2Cc2ccc(F)cc2)cc1 (centres undefined)
 : 7, -9, 1, 5, 1, 11, 17, -9, 2, -5, -9
23	Cc1ccc(C2c3[nH]c4ccccc4c3C[C@H]3C(=O)N(c4ccccc4C(=O)NCCN4CCOCC4)C(=O)N23)cc1 (some centres undefined)
 : 15, 7, -10, 9, -16, 6, -2, -5, -3, 1, 5
24	O=C1C=C(c2ccc3c(c2)OCO3)C[C@@H](c2ccc(F)cc2)C1
 : -5, -42, -4, -11, -5, -9, -13, 10, 11, 11, 0
25	O=C(NCc1ccccc1)NC(O)C(Cl)(Cl)Cl (centres undefined)
 : 0, 17, 13, -29, 5, 7, 0, 14, 15, -3, 13
26	Cc1c(Cl)cccc1NC(=O)C1CC(=O)N(C2CCCC2)C1 (centres undefined)
 : -1, -8, 6, 4, 4, -2, -1, 4, 15, -3, 13
27	O=C(Cn1ncc2c([nH]c3ccccc32)c1=O)N1CCN(c2ccc(F)cc2)CC1
 : 13, 10, 8, 4, 4, 18, 7, 1, 5, -15, 3
28	CCCC(=O)Nc1sc(Cc2ccccc2)c(C)c1C(N)=O
 : 1, -5, 14, 4, -10, 12, 7, -21, -2, 1, -6
29	Cc1nn(Cc2nnc(SCC(=O)Nc3cccc(C(F)(F)F)c3)n2C)c(C)c1[N+](=O)[O-]
 : 1, 0, 6, 7, x, 6, 7, 17, -7, -5, -2
30	CCOC(=O)CNC(=O)C12CC3CC(CC(C3)C1)C2
 : 10, 0, 8, -2, 1, -5, -12, -1, 4, 0, 9
31	CN(CC1CCCO1)S(=O)(=O)c1ccc(C(=O)Nc2ccc3c(c2)OCO3)cc1 (centres undefined)
 : 5, 4, -7, 9, 4, -19, 4, -16, 0, -3, 3
32	COc1ccc(CCN=c2c([N+](=O)[O-])nn(-c3cccc(C)c3)n2O)cc1OC
 : 12, -3, -30, -1, 4, 13, 4, 4, 8, 11, 1
33	COc1ccc(N(C)S(=O)(=O)c2cccc(C(=O)NC3CCCCC3C)c2)cc1 (centres undefined)
 : -5, -17, 16, 18, 4, 15, 4, 0, 17, -1, -4
34	CCCN1CCN(CCCNC(=O)c2ccc3c(c2)NC(=O)c2ccccc2S3)CC1
 : -12, 10, 7, 6, 2, 16, -17, -37, -2, -7, 3
35	COc1ccc(NC(=O)CCN2C(=O)C3CC=CCC3C2=O)cc1S(=O)(=O)N1CCCCC1 (centres undefined)
 : 2, -8, -9, 11, -7, 0, 6, 1, 2, -8, 73*
36	O=C(/C=C/c1ccccc1)NC(=O)c1ccccc1O
 : 26, -38, -69, -22, 1, -83, -14, -18, -102, 6, 9
37	Cc1ccc(NC(=O)CSc2n[nH]c(C)c2[N+](=O)[O-])cc1C
 : -15, -13, -5, 25, -3, -14, 7, 5, 14, -10, -1
38	CCOC(=O)Cn1nnnc1CN(Cc1ccc(OC)cc1)Cc1cc2cc(CC)ccc2[nH]c1=O
 : 6, -2, -12, 5, 3, 5, 2, 4, 17, -3, -3
39	CCc1c(C)c(C#N)c2nc3ccccc3n2c1NCCCN(C)C
 : 26, 12, -3, 8, -15, 7, 0, -33, -2, -8, x
40	CN1CCCC(OC(=O)c2cc(Cl)cc(Cl)c2)C1 (centres undefined)
 : -6, -4, -3, 3, 13, 22, -7, -59, -15, -5, 14
41	COCCNc1nnc(SCC(=O)c2ccc3c(c2)OCO3)s1
 : -7, -8, -8, 11, -9, 3, -5, -10, -7, -5, 28
42	CCOc1ccc(C(=O)NCc2cccs2)cc1
 : 4, -46, -57, -22, 12, -21, -18, -7, -39, 1, -1
43	CCOC(=O)C1(Cc2ccc(OC)cc2)CCN(C(=O)c2cc(C)on2)CC1
 : 3, -48, 10, -5, -3, -22, -11, 5, -12, 4, -4
44	CC1CN(C(=O)c2cccs2)CC(C)O1 (centres undefined)
 : 3, 14, -30, -28, -2, 15, 2, 10, -4, -7, 0
45	Nc1c(C(=O)N2CCCCCC2)oc2ccccc12
 : 1, -43, -9, -21, -2, -12, -2, 16, -2, 0, -1
46	Cc1ccc(NS(=O)(=O)c2cccc(C(=O)Nc3cc(C)on3)c2)cc1
 : 20, 10, 8, 37, -2, 13, -1, 14, 15, 5, -10
47	COc1cccc(C(=O)c2c(C)c(CCC#N)n3ccccc23)c1OC
 : -3, 8, 5, -20, 4, -14, 2, 1, -22, 9, x
48	COc1ccc(S(=O)(=O)Nc2ccc3oc(C)c(C(=O)O)c3c2)cc1
 : -1, 2, -7, -15, -7, -12, -2, 4, 12, -4, -16
49	Cc1c(C(=O)NCCc2ccc3c(c2)OCCO3)oc2ccccc12
 : 3, 1, -3, 0, 3, 20, -4, 2, 4, 8, -9
50	CCCC(=O)Nc1ccc(S(=O)(=O)Nc2cc(OC)ncn2)cc1
 : -7, 3, -6, 2, -11, -9, 2, 9, 0, -8, 1
51	CCS(=O)(=O)Nc1ccc(C2=NN(C(C)=O)C(c3cccs3)C2)cc1 (centres undefined)
 : -7, -3, -53, 0, 6, 7, -4, -7, 22, 3, 0
52	CCCCOC(C)n1cc(F)c(=O)[nH]c1=O (centres undefined)
 : -7, 3, -12, -7, -13, 1, -2, -5, 8, -7, -2
53	C#CCOCCOCCOCCNc1nc(N2CCN(C(=O)[C@H](C(C)C)n3cc(CCO)nn3)CC2)nc(N2CCN(C(=O)[C@H]([C@@H](C)CC)n3cc(CCCN=C(N)N)nn3)CC2)n1
 : 7, -4, -22, -5, 0, -21, -6, -20, 2, -5, -3

Some entries already given, limited to TLR9-MyD88 inh.
nr	molecule	TLR9-MyD88 inh
40	CN1CCCC(OC(=O)c2cc(Cl)cc(Cl)c2)C1 (centres undefined)	13
48	COc1ccc(S(=O)(=O)Nc2ccc3oc(C)c(C(=O)O)c3c2)cc1	-7

Some of the compounds tested, so the mix of outcomes need not match the whole.
